Insulin prom inh – TRM-6 insulin promoter activity inhibition. TRM-6 cells (human fetal islet line), insulin promoter-eGFP reporter, imaging; reporter expression induced with tamoxifen. inhibition, % at 2 µM. 130,000 tested, 0.9% active;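 active = inhibition above the mean plus 3 SD, with well images judged a real hit on visual review, cut at about 60% in these data, passing the limit was not always enough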
sdo1 growth – restores growth of sdo1-depleted yeast. S. cerevisiae sdo1-depleted JHY4D growth rescue, OD600 30 h; stronger effect = higher value; pdr5 snq2 efflux-pump mutant strain. z-score at 10 µM. 140,000 tested, 0.21% active. AID 817;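 active = z-score above 3 at both the 24 hr and the 30 hr optical density reads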;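 also: z-score against mean and SD of all compound wells on the same plate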
sdo1 growth Rescue 24 h – further read-out of sdo1 growth, marked with its call; z-score; S. cerevisiae sdo1-depleted JHY4D growth rescue, OD600; measured here: growth rescue at 24 h;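 0 is the plate mean of compound wells and units are plate SD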
An asterisk follows results filed as active; i = inactive; / = not tested or not shown; & = joins results of further samples.

SMILES	Insulin prom inh	sdo1 growth	sdo1 growth Rescue 24 h
Cc1nn(C)c(C(=O)NC2C3CC4CC(C3)CC2C4)c1Cl (stereo not drawn)	7	-1	0
COc1ccc(NS(=O)(=O)c2cccc(NC(=O)CCC(=O)c3cccs3)c2)cc1	0	1.7	0.64
CCOC(=O)C1=C(C)N=c2sc(=C(C)C)c(=O)n2C1c1ccc(N(C)C)cc1 (stereo not drawn)	43	/	/
O=c1c(Cl)c(N2CCCCC2)cnn1-c1nc2ccccc2[nH]1	-66	-0.31	-0.19
COC(=O)C(CC(=O)c1ccc(Cl)cc1)c1ccc(C)cc1 (stereo not drawn)	58	0.5	0.61
C(#CCN1CCC(Cc2ccccc2)CC1)COCCOCc1ccccc1	-13	-1.2	-1.7
S=c1[nH]nc(-c2ccco2)n1/N=C/c1cccs1	/	-0.19	-0.83
CCN(c1cccc(C(F)(F)F)c1)S(=O)(=O)c1ccc2c(c1)CCN2C(=O)C1CC1	-13	-0.87	-1.5
O=C(NCCC(=O)N1CCN(c2ncccn2)CC1)c1ccccc1Cl	/	0.81	-0.05
Cc1cc(-n2nc(C)cc2C)nc(NS(=O)(=O)c2ccccc2)n1	/	-0.31	-0.55
CC1=CC2=NC(=O)/C(=C\c3cccn3CCOc3cc(C)ccc3C)C(=N)N2O1	-31	-1.2	-0.74
Cc1[nH]c2ccccc2c1Cc1nnc(SCCC#N)o1	0	-2.5	-1.9
O=C(NCCC1=CCCCC1)C1CCCN(S(=O)(=O)c2cccc3cccnc23)C1 (stereo not drawn)	/	0.5	1.7
COc1ccc(N=c2oc3cc(O)ccc3cc2C(=O)NCC2CCCO2)cc1 (stereo not drawn)	/	0.31	1.7
CC1=CC(C)(C)N(C(=O)CSc2nnc(C)s2)c2ccc(C)cc21	16	-0.25	-0.12
c1ccc(Cn2ccnc2SCc2nnc(-c3ccccc3)o2)cc1	50	-0.51	-0.55
O=C(CSc1nnnn1Cc1ccccc1)NCC(=O)c1ccccc1	-5	0.45	1
COCCNC(=O)C(c1cccnc1)N(Cc1ccc(C)cc1)C(=O)Cn1nnc2ccccc21 (stereo not drawn)	-4	/	/
CCCCn1nnc(NC(=O)c2sc3cc(Cl)ccc3c2Cl)n1	-7	-0.51	-1
O=C(Nc1cccc([N+](=O)[O-])c1)c1ccc(CSc2ccccc2)cc1	-8	0	1.4
O=C(c1ccccc1-c1ccccc1)N1CCCC1	i	0.6	0.77
CCOC(=O)c1ccc(NC(=O)NCc2ccncc2)cc1	25	0.76	0.07
COc1ccc(OC)c(S(=O)(=O)N(C)CC(=O)Nc2cc(Cl)ccc2OC)c1	-17	-1.7	-2
COC(=O)C(C)N(c1ccc(OC)cc1)S(C)(=O)=O (stereo not drawn)	17	/	/
Cn1c(N2CCC(C(N)=O)CC2)nc2c1c(=O)n(Cc1cccc(Br)c1)c(=O)n2C	/	0.7	0.58
Cc1ccc(NC(=O)CSc2ccc(-c3ccc4c(c3)OCO4)nn2)cc1F	/	-0.28	0.38
CCn1ncc(Cl)c1C(=O)Nc1cc(Cl)ccc1Cl	-88	-1.5	-0.55
Cc1nc2ncnn2c(N2CCN(S(=O)(=O)c3ccc(Br)cc3)CC2)c1C	-25	/	/
C=CCn1c(Cc2ccc(OC)cc2)nnc1SCC(=O)c1cccc([N+](=O)[O-])c1	/	-1.4&-1.1	-0.87&-0.98
Nn1c(COc2ccccc2)nnc1SCC(=O)O	42	0.83	0.68
O=C(O)C1CC=CCC1C(=O)Nc1cccc(Cl)c1Cl (stereo not drawn)	50	0.47	0.15
CSc1ccc(-c2nnn(Cc3ccccn3)n2)cc1	/	0.55	0.15
CCn1c(-c2ccccc2)c(C(=O)O)c2ccccc21	7	-0.23	-0.8
NCCCC(N)(C(=O)O)C(F)F (stereo not drawn)	-10	-0.3	-1.4
CCOC(=O)CCCc1c[nH]c2ccccc12	-37	-0.04	-0.47
Cc1ccccc1-n1c(SCC(=O)N2CCN(c3ccccc3)CC2)nnc1-c1ccncc1	-12	0.2	0.58
Cc1cccc(C)c1-n1c(C)cc(/C=N\NC(=O)CC(=O)NC2CCCCC2)c1C	/	0	0.27
Cc1ccc(S(=O)(=O)N(C)/N=C/C=C/c2ccccc2)cc1	/	-0.48	-0.89
CCOC(=O)c1[nH]c2ccccc2c1NC(=S)Nc1ccccc1	52	-0.52	-0.34
CCCCN(C)C(=O)C1CCN(Cc2ccc(OCc3ccccc3)cc2)CC1	21	-0.65	-0.95
CC1CCN(c2ccc(C(=O)Nc3ccc4c(c3)OCO4)cc2[N+](=O)[O-])CC1	-17	-1.4	-1.8
COc1ccc(Nc2nc(-c3cccs3)nc3ccccc23)c(OC)c1	27	-1.4	-0.69
COc1ccc(Nc2cc(C)nc3nc(C)nn23)cc1Cl	/	0.3	-0.21
CCc1cccc(CC)c1NC(=O)COC(=O)Cc1ccsc1	/	0.68	1.4
CCOc1ccc(NC(=O)C2CCCN(C(=O)NCc3ccccc3)C2)cc1 (stereo not drawn)	-493	0.62	1.3
O=C(CN1CCCCC1)N1c2ccccc2Sc2ccc(C(F)(F)F)cc21	-44	0.06	0.93
COCCCNC(=S)N1CCC(NC(=O)Nc2ccc(C)cc2)CC1	23	/	/
COc1cccc(C(=O)CN(C(=O)c2ccc(Cl)c(Cl)c2)N2C(=O)c3ccccc3C2=O)c1	/	-0.02	-0.57
CC(C)C(c1nnnn1Cc1ccccc1)N1CCc2ccccc2C1 (stereo not drawn)	-29	-0.19	-0.06
COc1ccccc1CNC(=O)C(NC(=O)c1ccccc1)C(C)C (stereo not drawn)	-50	/	/
Cc1ccnc2nc(C(=O)N3CCN(S(=O)(=O)c4ccccc4)CC3)nn12	-83	1.4	0.76
C=CCNC(=O)c1ccccc1NC(=O)c1ccc(Cl)c(S(=O)(=O)Nc2ccccc2)c1	/	0.07&-0.94	1&-0.87
Cc1cccc(CSc2cn(CC(=O)N3CCOCC3)c3ccccc23)c1	/	-1	-1.5
O=C(C1CCC1)N1CCc2cc(S(=O)(=O)Nc3ccc4c(c3)OCO4)ccc21	-8	-0.97	-0.44
Cc1ccc(S(=O)(=O)N2CCOCC2)cc1C(=O)Nc1ccc2c(c1)CCC2	-23	0.23	0.07
COc1ccc(CNC(=O)c2cc(-c3ccco3)on2)cc1	-3	1	0.69
COc1ccc(OCC(=O)OCC(=O)NCc2ccco2)cc1	0	-0.05	-0.53
O=C(NC(=S)NCC1CCCO1)c1ccc(Br)o1 (stereo not drawn)	-42	/	/
Fc1ccc(Cn2c(SCc3ccc(F)c(C(F)(F)F)c3)nnc2C(F)(F)F)cc1	-75	-1.4	-0.85
O=C(NCCN1CCN(c2ccccc2F)CC1)c1cccn2c(=O)c3ccccc3nc12	-38	-0.75	-0.43
Other entries follow:
SMILES	Insulin prom inh	sdo1 growth	sdo1 growth Rescue 24 h
CC(C)c1ccccc1N1CC(C(=O)O)CC1=O (stereo not drawn)	7	0.02	-0.46
NC(=O)c1ccc(NC(=O)COC(=O)c2c3c(nc4ccccc24)/C(=C\c2ccc4c(c2)OCO4)CCC3)cc1	/	-0.68	-0.09
COC(=O)Cc1c(C)c2ccc(OCC(=O)N3CCOCC3)cc2oc1=O	-30	0.48	-0.17
COc1ccc(OC)c(S(=O)(=O)Nc2ccc(C(C)=O)cc2)c1	21	0.35	1.2
Cc1ccc(NC(=O)C(=O)NCCN2CCN(Cc3ccc([N+](=O)[O-])cc3)CC2)cc1	-10	0.2	-0.17
O=C(CSc1ccc(Cl)cc1)Nc1ccc(NC(=O)c2ccco2)cc1	4	-2	-0.8
Cc1cc(C)c2c(c1)-c1c(ssc1=S)C(C)(C)N2C(=O)CSc1nncn1C	/	0.65	0.15
CCC(CC)c1nnc(NC(=O)COc2ccc3c(C)cc(=O)oc3c2)s1	50	-0.14	1.5
C=COCCNC(=O)C1CC(=O)N(c2ccc(C)cc2)C1 (stereo not drawn)	-21	0.36	-0.41
Cc1cccc(NC(=S)N(CCCN2CCOCC2)Cc2ccccn2)c1	0	1.2	1.4
O=C(CN1CCOCC1)Nc1ncc(Br)cc1Br	/	0.18	1.1
COC(=O)c1sc(NC(=O)C2CCCO2)c(C(=O)OC)c1C (stereo not drawn)	-428	-0.18	1.6
OC(CNc1ccccc1)COc1ccc(OCC(O)CNc2ccccc2)cc1 (stereo not drawn)	33	-1.5	-0.49
Cc1nn(CC(=O)OC(C)C(=O)Nc2ccccc2[N+](=O)[O-])c(C)c1[N+](=O)[O-] (stereo not drawn)	/	-0.57	-1.6
O=C(COc1cccc2ccccc12)NNC(=O)C1CCCO1 (stereo not drawn)	/	-0.04	0
CC1(C)CC(N2CN(C3CCCCC3)CC2=O)CC(C)(C)N1	/	0.26	0.52
Cc1ccc(C2C(C=Nc3c(C)n(C)n(-c4ccccc4)c3=O)=C(c3ccccc3)Oc3ccccc32)cc1 (stereo not drawn)	-35	0	0.76
Cc1ccc(-n2ncc3c(NCc4cccnc4)ncnc32)c(C)c1	11	0.67	-0.92
COc1ccc(Oc2nc3ccccc3nc2C(F)(F)F)cc1	/	-0.74	-0.66
COc1cccc(-c2nn[nH]n2)c1O	8	0.77	0.32
CC(=O)CC(=O)Nc1ccn(-c2ccccc2)n1	7	0.55	0.34
COc1ccc(Cl)cc1N1C(=O)C2CCCN2C1c1ccc(F)cc1 (stereo not drawn)	/	0.12	-0.12
COc1ccc(/C=C/C(=O)NC2CCCCCC2)cc1S(=O)(=O)N1CCOCC1	14	0.37	-0.11
COC(=O)c1cc(C#N)c(OC)nc1C	-27	/	/
O=C(c1sc2ccccc2c1Cl)N(Cc1ccccc1Cl)C1CCS(=O)(=O)C1 (stereo not drawn)	9	-1.7	-1.2
O=C(CNC(=O)c1ccc(Cl)cc1)N/N=C/C=C/c1ccccc1	/	-0.71	-0.55
CC1=C(C(N)=O)C(c2cccc(OCc3ccccc3)c2)n2nnnc2N1 (stereo not drawn)	31	0.63	0.45
Cc1cc(C)nc(N(C#N)CN2C(=O)c3ccccc3C2=O)n1	/	0.52	0.19
O=C(O)c1ccc(Cl)c(N2C(=O)Nc3ccccc3N2O)c1	-13	/	/
Cc1ccccc1C(=O)NC(C)c1ccc2c(c1)CCCC2 (stereo not drawn)	-17	-1	-1.3
O=C1C(Cl)=C(Nc2ccccc2O)C(=O)N1c1ccccc1	-69	0.07	0.39
O=S(=O)(c1ccc(Cl)cc1Br)N1CCCCC1	-230	-0.1	-0.68
Cc1ccc(N2C(=O)C3ON(c4ccccc4)C(c4ccncc4)C3C2=O)cc1 (stereo not drawn)	31	0.03	0.39
O=C(COC(=O)c1ccccc1N1C(=O)C2C3CCC(C3)C2C1=O)c1ccccc1 (stereo not drawn)	-70	-0.23	0.16
CCCc1cc(=O)oc2cc(C)cc(OCc3nn[nH]n3)c12	6	1.2	1.4
CCOc1ccc(NC(=O)C(c2ccccn2)N(C(=O)CCl)c2ccc(OC)cc2)cc1 (stereo not drawn)	57	0.06	-0.89
Cc1ccc(OCCC(=O)Nc2c(C)n(C)n(-c3ccccc3)c2=O)cc1	-162	0.91	1.2
O=c1c2ccccc2ncn1Cc1ccco1	36	0.18	0.94
CCOc1ccc(N=C(C)c2ccccc2O)cc1	36	1.1	0.56
CC1(C)SC2c3ccccc3C(=O)N2[C@@H]1C(=O)NCCCN1CCOCC1 (stereo partly drawn)	/	0.3	-0.51
O=[N+]([O-])c1ccc(N2CCN(CCO)CC2)cc1Sc1nc2ccccc2[nH]1	-58	2.4	1.4
O=C(COC(=O)CNS(=O)(=O)c1ccc2ccccc2c1)Nc1ccccc1Sc1ccccc1	10	-0.63	-0.84
CCOC(=O)c1c(NC(=O)c2ccccc2N(C)S(=O)(=O)c2ccccc2)sc2c1CCCC2	/	0.34	0.89
O=C(CSc1ccc(Br)cc1)Nc1ccccc1Oc1ccccc1	44	-0.74	-0.79

Rewritten as comma-separated lines: part of the list above.
SMILES,Insulin prom inh,sdo1 growth,sdo1 growth Rescue 24 h
Cc1ccnc2nc(C(=O)N3CCN(S(=O)(=O)c4ccccc4)CC3)nn12,-83,1.4,0.76
O=C1C(Cl)=C(Nc2ccccc2O)C(=O)N1c1ccccc1,-69,0.07,0.39
COc1ccc(/C=C/C(=O)NC2CCCCCC2)cc1S(=O)(=O)N1CCOCC1,14,0.37,-0.11

Reprinted from the listing, seven compounds:
SMILES	Insulin prom inh	sdo1 growth	sdo1 growth Rescue 24 h
O=C1C(Cl)=C(Nc2ccccc2O)C(=O)N1c1ccccc1	-69	0.07	0.39
O=S(=O)(c1ccc(Cl)cc1Br)N1CCCCC1	-230	-0.1	-0.68
Cc1ccc(N2C(=O)C3ON(c4ccccc4)C(c4ccncc4)C3C2=O)cc1 (stereo not drawn)	31	0.03	0.39
O=C(COC(=O)c1ccccc1N1C(=O)C2C3CCC(C3)C2C1=O)c1ccccc1 (stereo not drawn)	-70	-0.23	0.16
CCCc1cc(=O)oc2cc(C)cc(OCc3nn[nH]n3)c12	6	1.2	1.4
CCOc1ccc(NC(=O)C(c2ccccn2)N(C(=O)CCl)c2ccc(OC)cc2)cc1 (stereo not drawn)	57	0.06	-0.89
Cc1ccc(OCCC(=O)Nc2c(C)n(C)n(-c3ccccc3)c2=O)cc1	-162	0.91	1.2

A portion of the library; the hit share may differ from the screen's.
